# GRK2 aptamer HTS = inhibitors of human GRK2 displacing RNA aptamer; P25098; bead flow cytometry, FAM-aptamer displacement from GRK2; inhibition of aptamer binding, % at 10 µM; 330,000 tested, 0.59% active; AID 488847;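 active = inhibition of aptamer binding above 40%, roughly 3 SD of noise, on plates passing a quality check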;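 also: median bead fluorescence of bound FAM aptamer so fluorescent compounds give negative values; no value below 0 was filed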
# VLA-4 inh = inhibition in a human VLA-4 binding assay | AID 2557 | P13612 | 330,000 tested, 0.2% active | VLA-4 expressing cells, ligand binding flow cytometry | inhibition, % (about 7 µM as worked out from the volumes in the protocol); in the data active = inhibition above about 50%
# procasp7 counter = counter-screen: procaspase-7 (human) activation; P55210; recombinant procaspase-7, Ac-DEVD-pNA absorbance 405 nm; D23A/D198A/D206A triple mutant, cannot self-cleave; scale: DMSO 0, 5 µM enzyme 100; activation, % at 8.5 µM; 330,000 tested, 0.093% active;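 active = percent activation above the screen-wide mean plus 3 SD, cut at about 25% in these data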
# Target sequence (P55210 whole entry D23A/D198A/D206A): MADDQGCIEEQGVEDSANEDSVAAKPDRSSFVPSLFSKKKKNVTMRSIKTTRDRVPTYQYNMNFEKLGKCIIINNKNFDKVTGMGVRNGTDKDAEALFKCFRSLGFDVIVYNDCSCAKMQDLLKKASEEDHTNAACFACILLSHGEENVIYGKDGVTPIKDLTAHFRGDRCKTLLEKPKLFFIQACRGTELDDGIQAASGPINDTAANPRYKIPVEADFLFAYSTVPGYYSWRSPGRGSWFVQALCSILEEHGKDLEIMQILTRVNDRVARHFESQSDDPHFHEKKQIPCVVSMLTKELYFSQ
#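 System: Uncleavable procaspase-7 mutant enzyme; Amount: 2 µM procaspase-7 mutant as dispensed; Schedule: 1 h compound preincubation, 2 h substrate cleavage, 25 °C; Measured by: 405 nm absorbance of p-nitroaniline; Evaluation: percent activation from buffer-corrected 0–120 min absorbance change; Control set: low DMSO alone, high DMSO plus 5 µM PC-7.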
# PP1 counter = counter-screen for PP5 inhibitors: inhibitors of human PP1-alpha; purified PP1alpha, OMFP fluorescence; inhibition, % at 6.7 µM; 320,000 tested, 0.9% active; AID 2235;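 active = inhibition above the mean inhibition of all tested compounds plus 3 SD, computed separately for each screening campaign, cut at about 15% in these data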
# proCasp3 act = activates human procaspase-3; 330,000 tested, 0.11% active; recombinant procaspase-3 D3A, Ac-DEVD-pNA absorbance 405 nm; P42574; activation, % at 8.5 µM;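 active = activation above the mean of all tested compounds plus 3 SD, cut at about 21% in these data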;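 also: 0% = DMSO alone and 100% = DMSO wells spiked with extra 5 µM PC-3 D3A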
# Target sequence (P42574 whole entry D9A/D28A/D175A): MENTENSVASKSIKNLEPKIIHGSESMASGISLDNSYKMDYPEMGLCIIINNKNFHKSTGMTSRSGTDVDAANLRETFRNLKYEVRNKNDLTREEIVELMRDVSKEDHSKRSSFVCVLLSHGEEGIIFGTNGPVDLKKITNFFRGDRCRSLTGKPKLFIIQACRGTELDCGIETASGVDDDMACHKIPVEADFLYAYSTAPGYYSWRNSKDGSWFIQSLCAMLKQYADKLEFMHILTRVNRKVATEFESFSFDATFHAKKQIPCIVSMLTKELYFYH
#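 Technique: 405 nm absorbance of p-nitroaniline, reads at 0 and 120 min; Test system: Procaspase-3 D3A mutant; Incubation: 1 h enzyme-compound preincubation, then 2 h substrate reaction, 25 °C; Repeats: singlicate, each compound tested once; Benchmarks: low control DMSO wells, high control DMSO plus 5 µM PC-3 D3A.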
# HCV core dimer = blocks dimerization of HCV core protein. TR-FRET GST/Flag-core106 dimerization, 1536-well. inhibition, % at 5 µM. 300,000 tested, 0.33% active;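 active = inhibition above the mean of all tested compounds plus 3 SD, set per screening campaign, cut at about 45% in these data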
#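 System – GST-tagged and Flag-tagged HCV core protein residues 1-106 · Repeats – one well for each compound · Technique – TR-FRET 671 and 617 nm emission · Doses – one concentration, 5 µM, in 0.5% DMSO · Times – 4 h, 22.5 °C incubation · Also added – Eu donor and XL665 acceptor anti-tag antibodies · Measure – percent inhibition of core106 dimerization signal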
# CTSL1 counter = blocks F. hepatica cathepsin L1 in PFM18AAP counter-screen; recombinant F. hepatica cathepsin L1, Z-Leu-Arg-MCA fluorescence; inhibition, % at 5.96 µM; 300,000 tested, 0.49% active; AID 1906;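 active = inhibition above the mean of all tested compounds plus 3 SD, set per screening campaign, cut at about 17% in these data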;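 also: 0% = plate median of test compound wells and 100% = 1 µM Z-Phe-Ala-diazomethylketone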
# JMJD2C inh = inhibitors of human GASC-1 (JMJD2C) demethylase | Q9H3R0 | GST-JMJD2C(1-420) H3K9me3 demethylation, DELFIA europium | inhibition, % at 2.35 µM | 330,000 tested, 0.069% active | AID 2099;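 active = more than half of a compound's replicate wells show inhibition beyond 50%, single wells judged on their own value; inconclusive = some, but no more than half, of replicates pass 50% inhibition; inactive = no replicate passes 50% inhibition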;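 also: signal counts dimethyl H3K9 product captured on neutravidin plate; 0% = median of DMSO wells and 100% = 0.3 times that DMSO median; strong numbers were not always called active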
# Target sequence (Q9H3R0 1-420 limits assumed): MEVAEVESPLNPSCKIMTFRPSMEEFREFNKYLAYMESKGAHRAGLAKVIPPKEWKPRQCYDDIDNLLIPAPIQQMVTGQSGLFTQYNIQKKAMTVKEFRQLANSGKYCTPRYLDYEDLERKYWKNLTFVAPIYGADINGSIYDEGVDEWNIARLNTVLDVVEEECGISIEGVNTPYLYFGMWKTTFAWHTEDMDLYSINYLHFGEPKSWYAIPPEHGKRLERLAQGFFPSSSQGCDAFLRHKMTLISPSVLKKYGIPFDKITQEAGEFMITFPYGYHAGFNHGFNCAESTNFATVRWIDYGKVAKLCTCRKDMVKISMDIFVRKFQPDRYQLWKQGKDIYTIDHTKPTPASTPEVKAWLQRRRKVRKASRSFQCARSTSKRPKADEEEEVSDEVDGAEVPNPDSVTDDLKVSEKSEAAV
# PP5 primary = inhibitors of human protein phosphatase 5 (PP5). P53041. purified PP5c, OMFP substrate fluorescence. inhibition, % at 6.7 µM. 320,000 tested, 0.18% active;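 active = inhibition above the campaign's mean inhibition across all tested compounds plus 3 SD, cut at about 9.5% in these data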;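 also: 0% = DMSO only and 100% = 100 µM cantharidin control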
# Starred values were filed as active, the others as inactive; ? = inconclusive; nt = no result given. An unsorted share of the library; 2.6% or so of the library scored in one or more.
# The line under a structure holds: HCV core dimer	PP5 primary	CTSL1 counter	VLA-4 inh	procasp7 counter	JMJD2C inh	PP1 counter	proCasp3 act	GRK2 aptamer HTS
(1) O=C(Nc1ccc(F)cc1)Nc1cc(OCC(F)(F)F)cc(OCC(F)(F)F)c1
    0.6	4.5	5.4	10.0	4.6	-10.9	3.5	-3.6	1.0
(2) COc1ccccc1NC(=O)C1=C(C)Nc2nnnn2C1c1ccncc1 (stereo not drawn)
    -3.9	0.3	1.3	9.5	7.5	-2.5	-2.4	-1.8	0.0
(3) O=C1CC2(CCN(C(=O)c3cccc([N+](=O)[O-])c3)CC2)Oc2ccccc21
    0.2	4.6	1.8	-2.0	1.8	-2.7	-1.3	2.1	0.0
(4) CCN(CC(=O)NCc1cccs1)C(=O)c1cccc(S(=O)(=O)N2CC(C)OC(C)C2)c1 (stereo not drawn)
    nt	nt	nt	-8.9	4.5	-0.8	nt	-0.8	0.0
(5) CCCCCCC(=O)Nc1nnc(CC)s1
    4.2	-0.8	0.1	4.5	3.6	3.8	0.1	2.0	0.0
(6) COc1ccccc1NC(=O)C1=C(C)Nc2ncnn2C1c1ccc(C)o1 (stereo not drawn)
    -4.1	-0.8	0.0	-6.1	-1.3	-5.5	-2.4	-2.1	0.0
(7) COc1cc(N=Cc2c(CO)cnc(C)c2O)cc(OC)c1OC
    -17.8	0.8	8.2	-2.2	4.9	9.2	2.7	-5.5	0.0
(8) COc1ccc(-c2csc(NC(=O)c3c(C)noc3C)n2)cc1
    nt	2.1	nt	0.0	9.1	2.2	-0.8	2.2	0.0
(9) CCCN(CCC)C(=O)C[n+]1cccc(/C=N/O)c1
    -2.4	-2.6	-1.0	2.7	-0.5	-36.6	-2.1	2.4	49.0*
(10) C=CCOc1c(Br)cc(/C=N\n2nnnc2N)cc1OC
    -11.3	1.9	-2.7	-10.6	7.4	-2.4	-1.8	1.4	5.0
(11) COc1ccc(-n2c(C)nc3c(cnn3-c3ccc(C)cc3)c2=O)cc1
    7.5	-1.5	-3.2	37.8	12.9	-27.9	-5.7	0.3	3.0
(12) Cc1nonc1C(=O)N/N=C/c1ccc(O)cc1
    -5.9	-2.3	5.5	3.3	-5.3	-3.7	0.5	6.6	3.0
(13) COc1ccc(F)cc1C(=O)C1CCCN(Cc2ccc(Sc3nncn3C)o2)C1 (stereo not drawn)
    -6.7	0.6	-1.1	5.2	-8.3	10.1	-2.3	-5.5	1.0
(14) O=C(O)COc1ccc(C(NC(=O)c2c(F)cccc2F)NC(=O)c2c(F)cccc2F)cc1
    -4.6	-1.0	-4.5	-4.1	-2.1	-6.4	-0.1	-10.2	0.0
(15) Nc1cccc(-n2nnnc2CN2CCOCC2)c1
    -8.7	-1.0	0.6	2.3	2.2	?	-0.6	6.0	0.0
(16) CCN1CCN(CCC2Oc3cc([N+](=O)[O-])ccc3NC2=O)CC1 (stereo not drawn)
    4.1	-1.3	11.5	13.2	4.4	-13.3	0.3	-12.8	3.0
(17) COc1cc(/C=C2\N=C(c3ccccc3)OC2=O)ccc1OCc1c(C)no[n+]1[O-]
    -5.4	0.1	0.8	3.1	0.5	-21.8	1.6	-7.2	0.0
(18) O=C(NCc1ccccc1)c1nc(-c2cccs2)no1
    -4.7	5.0	0.6	5.4	-10.9	-8.0	-3.4	-4.9	0.0
(19) CCCc1nc(SCC(=O)NC2CCCC2)c2ccccc2n1
    -5.0	0.0	0.3	4.8	-4.5	-6.3	1.6	8.9	0.0
(20) Cc1cc(C)c(NC(=O)C2CCCN(S(=O)(=O)c3c(C)noc3/C=C/N(C)C)C2)c(C)c1 (stereo not drawn)
    2.4	1.8	1.6	5.5	-7.5	12.1	2.8	3.6	0.0
(21) Cc1cc(/C=N\NC(=O)c2cccs2)c(C)n1-c1ccc2ncccc2c1
    29.8	4.8	-2.9	93.4*	-3.3	2.0	3.1	5.7	5.0
(22) CCOc1ccc(NC(=O)CN(C)C(=O)c2ccc(N3CCCC3)c([N+](=O)[O-])c2)cc1OCC
    2.1	0.8	2.5	-5.6	-13.0	-1.4	1.5	-5.7	0.0
(23) CSCC[C@H](NC(=O)OC(C)(C)C)c1nnc(SCC(=O)Nc2ccc(C)cc2C)o1
    3.1	4.8	68.4*	-0.6	-3.2	-11.3	0.3	-1.2	0.0
(24) Cc1ccccc1C1CC(=O)NC2=C1C(=O)CCC2 (stereo not drawn)
    7.0	1.0	-0.8	26.2	6.0	-1.3	2.6	2.3	0.0
(25) COc1ccccc1N1CCN(c2ccc([N+](=O)[O-])nc2)CC1
    -0.5	-0.8	4.2	-9.4	2.7	73.7	-2.5	7.8	1.0
(26) CCN(CC(=O)Nc1ccc(OC)cc1)C(=O)Cc1cccs1
    51.8*	-0.6	-2.4	4.5	-0.6	-1.9	0.8	1.0	0.0
(27) COc1cccc(CN2CCNC(=O)C2CC(=O)N(C)CCc2ccccn2)c1 (stereo not drawn)
    -11.0	4.3	2.6	2.9	7.3	0.8	-1.4	-10.5	0.0
(28) C=C1CCN([C@@H](CC(C)C)C(=O)NCc2ccc(Cl)cc2)S(=O)(=O)c2ccccc21
    -5.5	6.2	-3.0	-0.6	2.9	-1.5	9.7	1.0	0.0
(29) COc1ccc(CNc2nccs2)cc1OC
    9.5	-2.3	-0.4	-14.3	-8.7	12.6	-2.8	2.6	1.0
(30) COc1c(N2CCN(C(=S)NC3CC4CCC3C4)C(C)C2)c(F)cc2c(=O)c(C(=O)O)cn(C3CC3)c12 (stereo not drawn)
    20.0	-1.0	-0.5	2.4	1.8	-11.0	21.4*	0.9	0.0
(31) CN1CCN(c2nc(Nc3cccc(C(F)(F)F)c3)nc(N3CCOCC3)n2)CC1
    -7.2	3.0	-1.1	-32.6	-5.6	-8.6	-2.2	-1.7	0.0
(32) COCC(=O)Nc1nnc(SCC(=O)N2CCCCC2)s1
    -4.8	0.7	-1.9	7.1	3.4	-3.9	0.1	0.1	1.0
(33) CCSc1nnc(-c2ccccc2NC(C)=O)c(=O)[nH]1
    -6.7	1.4	2.9	9.9	-3.5	116.9	1.7	4.3	0.0
(34) Cc1c(N(C)C(=O)c2ccccc2F)c(=O)n(-c2ccccc2)n1C
    -6.0	-2.0	0.5	1.9	2.0	-0.8	-5.0	-1.4	1.0
(35) COc1ccccc1N1CCN(C2CCN(C(=O)c3ccc(F)cc3)CC2)CC1
    2.1	0.6	-0.6	4.6	-4.6	-3.9	-0.1	1.1	4.0
(36) COc1ccc(C(=O)n2cnc(N)n2)cc1
    -12.5	1.8	-1.3	14.3	0.3	0.6	-3.1	4.0	0.0
(37) COc1ccc(C(=O)COC(=O)c2cc(S(=O)(=O)NCc3ccccc3)ccc2O)cc1
    8.3	0.7	6.3	13.1	-2.8	-3.7	6.0	3.8	2.0
(38) CC(=O)OC(C)(C)/C=C/C(=O)[C@](C)(O)C1[C@H](O)C[C@@]2(C)C3CC=C4C(C=C(O[C@@H]5O[C@H](CO)[C@@H](O)[C@H](O)[C@H]5O)C(=O)C4(C)C)[C@]3(C)C(=O)C[C@]12C (stereo partly drawn)
    nt	nt	nt	24.5	2.8	-2.4	nt	-0.5	0.0
(39) CC1CN(c2oc(Cc3cccc4ccccc34)nc2C#N)CC(C)O1 (stereo not drawn)
    2.9	3.5	-1.5	-1.2	2.4	6.3	1.1	-2.1	14.0
(40) CCCCC(=O)NCc1ccc(F)cc1
    -1.3	1.6	0.0	8.3	-3.8	8.1	-2.8	-13.0	0.0
(41) Cc1cccc(-c2cc3nc(C)cc(NCCCN(C)C)n3n2)c1
    0.9	-0.7	2.3	10.4	18.9	37.9	-2.3	9.6	0.0
(42) COc1ccc(/C=C/C(=O)N2CCN(S(=O)(=O)c3ccccc3Br)CC2)cc1OC
    nt	nt	nt	-1.9	0.6	2.0	nt	1.3	3.0
(43) COc1cc(OC)cc(-c2nc3ccccc3c(=O)n2NC(=O)c2cccnc2Cl)c1
    -2.4	0.5	-3.6	9.2	-6.6	1.5	-0.4	2.2	0.0
(44) CC(=O)Nc1cccc(Cl)c1C(=O)O
    2.2	-0.3	-2.1	8.6	7.3	-5.0	-2.4	4.6	2.0
(45) COc1ccc(/C(C)=N/N=C(N)N)c(O)c1
    2.1	2.7	1.0	-3.1	-9.7	-9.5	-0.4	4.0	0.0
(46) Cc1nn(CC(=O)Nc2ccc3c(c2)nc(CCN2CCCCC2)n3C)c(=O)c2ccccc12
    2.9	1.0	7.0	3.1	-1.8	9.2	-2.1	-1.7	0.0
(47) CC(=O)Nc1ccc(NC(=O)COC(=O)c2c3c(nc4ccccc24)CCN(Cc2ccccc2)C3)cc1
    6.7	2.4	-3.5	3.0	6.8	3.3	-2.7	-6.9	0.0
(48) CCc1ccc(-c2cc(C)no2)cc1S(=O)(=O)Nc1ccccn1
    1.9	1.9	3.7	-1.5	-7.2	9.9	1.1	5.1	3.0
(49) O=C(Oc1ccc2c(c1)O/C(=C\c1ccncc1)C2=O)c1ccccc1
    6.3	-0.5	1.6	0.0	-5.7	-24.1	4.6	-3.6	2.0
(50) COc1ccc(C(=O)NNC(=O)c2ccccc2[N+](=O)[O-])cc1[N+](=O)[O-]
    -5.0	-0.5	-2.5	11.9	10.1	-11.8	-7.4	2.7	0.0
(51) Cc1ccccc1OCCC(=O)OCC(=O)NC1CC1
    -6.0	-0.6	-31.2	-5.0	2.5	-3.7	-2.6	8.7	0.0
(52) CC(C)[C@H]1CN=C2N(CCNC(=O)CCC3CCCCC3)[C@H](Cc3ccc(O)cc3)CN21
    -7.8	0.2	-0.1	nt	2.5	0.6	3.0	3.6	nt
(53) O=C(NC12CC3CC(CC(C3)C1)C2)C1CC(=O)N(c2ccccc2)C1 (stereo not drawn)
    6.3	0.7	12.8	-3.7	-15.2	0.4	-7.0	2.0	0.0
(54) O=C(O)CCCC(=O)Nc1ccc(C(=O)NCc2cccnc2)cc1
    -7.7	0.1	-5.4	3.8	6.0	33.7	-0.7	-5.6	4.0
(55) CCn1c(CC(=O)Nc2ccccc2F)nnc1SCC(=O)NC1CCCC1
    -7.7	1.0	3.2	0.4	6.5	-37.4	4.0	4.2	2.0
(56) CCCCCCSC1=C(C#N)C(c2ccc(C)o2)CC(=O)N1 (stereo not drawn)
    3.5	0.7	3.1	7.9	1.8	4.6	-0.2	-6.1	0.0
(57) Nc1ccccc1N1CCN(C(=O)c2ccccc2)CC1
    -0.9	1.5	1.4	-2.1	1.2	-5.0	-1.8	6.6	3.0
(58) NC(=S)N/N=C/c1ccc(C(F)(F)F)cc1
    -2.3	3.1	-0.3	7.5	1.6	-1.3	-1.6	-16.1	2.0

# Screens from PubChem.
